Mito fusion yeast = qHTS Assay for Small Molecule Inhibitors of Mitochondrial Division or Activators of Mitochondrial Fusion; S. cerevisiae fusion-defective mutant growth rescue, CellTiterGlo 48 h; Potency, µM (doses to about 46.1 µM), without a hit: at the top dose growth rescue (activation), hits mostly activators; actives 0.23% (n = 320,000);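 also: potency is read from the fitted curve at half-maximal effect; % of control where 0% means no effect; nearly all actives have a fitted effect of over 45% in size; temperature-sensitive fusion mutants such as fzo1-1 at 37 °C on non-fermentable ethanol glycerol medium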
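Luminescent cell viability in 1536-well qHTS format served as the measure of rescued growth in ts fusion-mutant S. cerevisiae cultured on non-fermentable YPEG for 48 hours at 37C.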
MBNL1 CUG block = qHTS Assay for Inhibitors of MBNL1-poly(CUG) RNA binding | Muscleblind-like protein 1 (Homo sapiens), Q9NR56 | TR-FRET MBNL1-His/biotin-(CUG)12 binding, 665/545 ratio | Potency, µM (doses to about 57.5 µM), inactives show top-dose activity change, negative = inhibition, most hits filed as inhibitors | actives 0.036% (n = 280,000); active = well fitted inhibition curve with a large enough effect in the signal ratio, with a control signal flat, not every such curve was filed as active; inconclusive = small, poorly fitted or top-dose-only effect, or effect the other way, or a change in a side signal; inactive = no such curve, though single readings can be large or run the other way; the % refers to the signal ratio; also: potency is read from the fitted curve at half-maximal effect; % is scaled to controls: 0 for no effect and ±100 for the full control effect
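Compound titration spanned 92 nM–58 uM against the MBNL1-His/biotin-(CUG)12 complex. After 60 min at room temperature with 5 nM streptavidin-XL665 and 0.055 ng/ul terbium anti-His, ratiometric 665/545 nm emission (Ex 340 nm) normalized to controls.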
GALK inhibitor = qHTS Assay for Inhibitors of Human Galactokinase (GALK) | Purified GALK, Kinase-Glo residual ATP luminescence | actives 0.007% (n = 270,000) | Potency, µM (doses to about 57.5 µM), without a hit: at the highest dose activity change, negative = inhibition, usual class: inhibitors; also: potency is read from the fitted curve at half-maximal effect; % is scaled to controls: 0 for no effect and ±100 for the full control effect
Target sequence (P51570 whole entry, looked up): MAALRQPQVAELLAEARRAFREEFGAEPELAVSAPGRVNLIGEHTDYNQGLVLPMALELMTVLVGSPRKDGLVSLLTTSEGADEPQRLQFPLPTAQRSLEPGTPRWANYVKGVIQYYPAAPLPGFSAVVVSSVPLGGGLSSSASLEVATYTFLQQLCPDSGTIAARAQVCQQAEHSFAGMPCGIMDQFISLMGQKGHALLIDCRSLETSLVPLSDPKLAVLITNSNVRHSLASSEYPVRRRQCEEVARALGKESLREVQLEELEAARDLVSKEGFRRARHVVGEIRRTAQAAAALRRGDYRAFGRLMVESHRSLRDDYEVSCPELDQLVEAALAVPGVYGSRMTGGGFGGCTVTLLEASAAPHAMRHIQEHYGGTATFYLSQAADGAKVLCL
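Human GALK (5 nM) with 35 uM ATP and 100 uM galactose in 20 mM HEPES pH 8.0, 5 mM MgCl2, 60 mM NaCl, 1 mM DTT, 0.01% BSA. After 1 h at room temperature, leftover ATP was read by Kinase-Glo Plus luminescence.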
Chronic BCR inh = qHTS Assay to Find Inhibitors of Chronic Active B-Cell Receptor Signaling | Potency, µM (titrated, usually from 46.1 µM), for inactives: at the highest dose ratio change, negative = lower green/red ratio, most hits filed as inhibitors | ABC-DLBCL IkBa-CBG/CBR reporter, luminescence ratio, 4 h | actives 0.05% (n = 340,000); active = well fitted inhibition curve with a large enough effect in the signal ratio, with a control signal flat, not every such curve was filed as active; inconclusive = small, poorly fitted or top-dose-only effect, or effect the other way, or a change in a side signal; the % refers to the signal ratio;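 also: potency is read from the fitted curve at half-maximal effect; plate controls were basal doxycycline-induced cells for no effect and cells given 10 µM MG132 for full effect; MG132 reads +100%, hits lower the ratio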
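Concentration-response series (up to 46 uM) were applied to TMD8 dual-reporter cells for 4 h at 37C with doxycycline. Green/red ratio, after filter-overlap correction, defined %Activity; red signal alone was normalised to basal cells and zero luminescence.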
USP2a block = qHTS Assay for Inhibitors of Ubiquitin-specific Protease USP2a Using CHOP2 as the Reporter. actives 0.01% (n = 330,000). AID 463254, 2010. Potency, µM (titrated, usually from 38.3 µM), for the others: at the highest dose activity change, negative = inhibition, actives largely listed as inhibitors. Ubiquitin carboxyl-terminal hydrolase 2 (Homo sapiens), O75604. USP2 core, Ub-CHOP2 coupled fluorogenic reporter, 485/531;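 also: potency is read from the fitted curve at half-maximal effect; plate controls were DMSO wells for no effect and full inhibition by NEM control for full effect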
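Cell-free coupled assay: 10nM USP2 core preincubated 30min RT with compound in Tris-HCl pH 8.0/CaCl2/CHAPS buffer, then 25nM Ub-CHOP2 and 25nM reporter substrate; fluorescence (Ex 485/Em 531) read after 60min RT, normalized to NEM inhibition, concentration-response curves fitted.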
hERG WT inh = qHTS for Inhibitors of KCHN2 3.1: Wildtype qHTS | activity change, % at 1.84 µM | U2OS, BacMam KCNH2, thallium flux FluxOr; stronger effect = lower value | actives 0.37% (n = 340,000) | AID 720551, 2013;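 active = maximum activity change below -70%; inconclusive = maximum activity change between -70% and -50%; inactive = maximum activity change above -50%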; also: % is scaled to controls: 0 for no effect and ±100 for the full control effect
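U2OS cells were transduced with wild-type KCNH2 virus (2.03 x 10^8 / mL) for 4 h at room temperature, then cultured overnight at 37 C. Thallium flux was read with FluxOr dye. Rate constants were normalized to DMSO controls.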
PKM2 activator = qHTS Assay for Activators of Human Muscle isoform 2 Pyruvate Kinase | actives 0.34% (n = 260,000) | AID 1631, 2009 | purified PKM2, Kinase-Glo ATP luminescence, activation; response scale: 0% is enzyme alone, no compound | Potency, µM (highest dose often 57.5 µM), for inactives: at the highest dose activation, most hits filed as activators; also: potency is read from the fitted curve at half-maximal effect; % is scaled to controls: 0 for no effect and ±100 for the full control effect; nearly all actives have a fitted effect of over 55% in size
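Kinase-Glo luminescence reports ATP generated from ADP (0.1 mM) and PEP (0.5 mM) by purified hPK-M2 after 1 h at room temperature, pH 7.2 imidazole buffer; intermediate enzyme activity allows detecting inhibitors and activators.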
TSHR antagonist = Antagonists of the Thyroid Stimulating Hormone Receptor: HTS campaign. TSHR-expressing cells, TSH-stimulated cAMP HTRF, 2 h; stronger effect = lower value. activity change, negative = inhibition, % at 11.5 µM. actives 0.2% (n = 330,000);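 active = activity change below a set negative limit, meaning inhibition stronger than a set level, cut at about -70% in these data; inconclusive = activity change between two set negative limits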; also: % is scaled to controls: 0 for no effect and ±100 for the full control effect
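Competitive HTRF cAMP read-out (cryptate anti-cAMP antibody, cAMP-d2; 30 min, room temperature) in freshly harvested TSHR cells. Compounds added before TSH at EC80 (4nM final), followed by 2 hours' incubation at 37 deg C.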
Eya2 phos inh = qHTS Assay for Inhibitors of the Phosphatase Activity of Eya2. recombinant Eya2, OMFP fluorescence dephosphorylation (OMFP is methylfluorescein phosphate). Potency, µM (series often up to 76.9 µM), without a hit: top-dose activity, negative = inhibition, hits mostly inhibitors. actives 0.006% (n = 330,000); also: potency is read from the fitted curve at half-maximal effect; % is scaled to controls: 0 for no effect and ±100 for the full control effect
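Eya2 (0.2 uM) preincubated 10 min at ambient with compound, then OMFP substrate added at 50 uM; 10 min reaction in 50 mM HEPES pH 7.5, 50 mM NaCl, 5 uM MgCl2, 0.05% BSA, 1 mM DTT. Fluorescence read at Ex 485/Em 525 nm.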
ASM inhibitor = Inhibitors of Secretory Acid Sphingomyelinase (S-ASM): qHTS; Sphingomyelin phosphodiesterase (Homo sapiens), P17405; actives 0.006% (n = 340,000); Potency, µM (highest dose often 57.5 µM), for inactives: at the highest dose activity change, negative = inhibition, actives largely listed as inhibitors; placental ASM, HMU-PC fluorogenic substrate, 60 min; AID 504937, 2011; also: potency is read from the fitted curve at half-maximal effect
Target sequence (P17405 47-631 limits assumed): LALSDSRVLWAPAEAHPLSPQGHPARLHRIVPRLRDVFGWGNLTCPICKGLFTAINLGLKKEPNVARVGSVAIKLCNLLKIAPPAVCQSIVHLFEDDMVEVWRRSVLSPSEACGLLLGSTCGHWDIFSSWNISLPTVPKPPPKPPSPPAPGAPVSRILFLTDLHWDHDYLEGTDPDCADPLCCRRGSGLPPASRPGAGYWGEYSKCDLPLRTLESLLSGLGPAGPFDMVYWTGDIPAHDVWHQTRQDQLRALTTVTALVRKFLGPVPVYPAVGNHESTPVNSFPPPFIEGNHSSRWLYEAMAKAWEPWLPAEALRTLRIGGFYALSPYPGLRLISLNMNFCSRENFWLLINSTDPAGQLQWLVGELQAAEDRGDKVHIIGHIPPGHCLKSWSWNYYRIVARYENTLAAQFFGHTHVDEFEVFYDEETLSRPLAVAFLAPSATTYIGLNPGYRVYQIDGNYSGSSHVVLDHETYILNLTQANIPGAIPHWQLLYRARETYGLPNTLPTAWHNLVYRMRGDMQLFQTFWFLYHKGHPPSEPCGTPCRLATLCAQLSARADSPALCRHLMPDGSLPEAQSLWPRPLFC
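Fluorogenic HMU-PC substrate (9 uM final) is turned over by placental ASM in 60 min at 37 C after a 10 min compound preincubation. Reaction ended by alkaline stop (pH 10), with fluorescence read at 386/447 nm.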
Menin-MLL TR inh = qHTS Assay for Inhibitors Targeting the Menin-MLL Interaction in MLL Related Leukemias: Competition With Texas Red Labeled MLL-derived Mutant Peptide. O00255. Menin + Texas Red MLL mutant peptide, fluorescence polarization. Potency, µM (highest dose often 61.6 µM), without a hit: top-dose FP activity change, negative = inhibition, usual class: inhibitors. actives 0.23% (n = 270,000). AID 1768, 2009; active = well fitted inhibition curve with a large enough effect in the polarisation, with a control signal flat, not every such curve was filed as active; inconclusive = small, poorly fitted or top-dose-only effect, or effect the other way, or a change in a side signal; inactive = no such curve, though single readings can be large or run the other way; the % refers to the polarisation; also: potency is read from the fitted curve at half-maximal effect; % of control where 0% means no effect; many of its hits are not listed in these tables
An asterisk follows results filed as active; [ ] = dose if it differs, or a comment. Unless noted, calls follow the shape of the dose curve; as a rule, active = well fitted curve in the direction sought with a large enough effect; inconclusive = small, poorly fitted or top-dose-only effect, or another doubt; inactive = no such curve, though single readings can be large; an effect the other way counts as inactive or inconclusive. An excerpt; rates above refer to the full screens.

Screening CCNC(=S)Nc1nc2c(cc1C(=O)OCC)CCCC2 returned Mito fusion yeast 12%, MBNL1 CUG block inconclusive, GALK inhibitor -2%, Chronic BCR inh inconclusive, USP2a block 3%, hERG WT inh -2, PKM2 activator -17%, TSHR antagonist 32, Eya2 phos inh 5%, ASM inhibitor -2% and Menin-MLL TR inh 8%.
Screening COc1ccc(C(=O)Nc2cnn(Cc3ccc(Cl)cc3)c2)cc1OC returned Mito fusion yeast -23%, MBNL1 CUG block -13%[11.5 µM], Chronic BCR inh -2%, USP2a block -2%, hERG WT inh -11, PKM2 activator 6%, TSHR antagonist -1, Eya2 phos inh 0%, ASM inhibitor -2% and Menin-MLL TR inh 4%.
For CCOc1ccc(N(CC(=O)NCc2ccco2)C(=O)CCC(=O)Nc2ccccn2)cc1 the results were Mito fusion yeast -8%, MBNL1 CUG block 2%, GALK inhibitor -3%, Chronic BCR inh inconclusive, USP2a block 1%, hERG WT inh 4, PKM2 activator 0%, TSHR antagonist 2, Eya2 phos inh 8%, ASM inhibitor 2% and Menin-MLL TR inh -20%.
`C(=N\N(Cc1ccccc1)c1ccccc1)/c1cccnc1` gave Mito fusion yeast 4%, MBNL1 CUG block 17%, GALK inhibitor 3%, Chronic BCR inh inconclusive, USP2a block 2%, hERG WT inh -1, PKM2 activator -3%, TSHR antagonist 3, Eya2 phos inh 13%, ASM inhibitor -1% and Menin-MLL TR inh -8%.
Cc1ccc(NC(=O)CSc2ccc3nnc(-c4ccccn4)n3n2)cc1 was read as Mito fusion yeast -1%, MBNL1 CUG block 3%, GALK inhibitor 6%, Chronic BCR inh -8%, USP2a block 0%, hERG WT inh -32, PKM2 activator -14%, TSHR antagonist -7, Eya2 phos inh 4% and ASM inhibitor 1%.
O=C(N/N=C/c1ccc2c(c1)OCO2)c1cccc2ccccc12 was read as Mito fusion yeast -4%, MBNL1 CUG block 2%, GALK inhibitor -1%, Chronic BCR inh inconclusive, USP2a block -1%, hERG WT inh -1, PKM2 activator 2%, TSHR antagonist 1, Eya2 phos inh 1%, ASM inhibitor 1% and Menin-MLL TR inh 12%.
Screening COc1ccc(CSCC(=O)Nc2ccc(S(=O)(=O)N3CCCCCC3)cc2)cc1 returned Mito fusion yeast 15%, MBNL1 CUG block 13%, GALK inhibitor -2%, Chronic BCR inh -4%, USP2a block 2%, hERG WT inh -5, PKM2 activator -1%, TSHR antagonist 6, Eya2 phos inh -5%, ASM inhibitor -4% and Menin-MLL TR inh 6%.
Screening CCN1CCN(c2ncnc3c2sc2nc(N4CCOCC4)c4c(c23)CCC4)CC1 returned Mito fusion yeast 2%, MBNL1 CUG block -2%, GALK inhibitor 0%, Chronic BCR inh 3%, USP2a block -1%, hERG WT inh -4, PKM2 activator 9%, TSHR antagonist 3, Eya2 phos inh -6%, ASM inhibitor 1% and Menin-MLL TR inh 10%.
`CC(C)c1c(O)nc(SCC(=O)N2CCCCC2)[nH]c1=O` gave Mito fusion yeast -2%, MBNL1 CUG block -3%, GALK inhibitor 0%, Chronic BCR inh 5%, USP2a block 4%, hERG WT inh 1, TSHR antagonist -1, Eya2 phos inh 0%, ASM inhibitor -1% and Menin-MLL TR inh -9%.
`COc1ccc(CNC(=O)c2ccc3c(=O)n(-c4ccccc4)c(=O)[nH]c3c2)cc1` gave Mito fusion yeast 4%, MBNL1 CUG block -2%, GALK inhibitor -2%, Chronic BCR inh -4%, USP2a block 1%, hERG WT inh -11, PKM2 activator 0%, TSHR antagonist -13, Eya2 phos inh 1%, ASM inhibitor 479%[activator] and Menin-MLL TR inh inconclusive.
O=C(NCCC1=CCCCC1)C1CCCN(S(=O)(=O)c2ccc(F)cc2)C1 (configuration not stated) was read as Mito fusion yeast 0%, MBNL1 CUG block 6%, GALK inhibitor 0%, Chronic BCR inh 0%, USP2a block 2%, hERG WT inh -6, PKM2 activator 1%, TSHR antagonist -30, Eya2 phos inh 3%, ASM inhibitor 2% and Menin-MLL TR inh inconclusive.
For O=c1[nH][nH]c2ccccc2c1=O the results were Mito fusion yeast -4%, MBNL1 CUG block -2%, GALK inhibitor 0%, Chronic BCR inh -6%, USP2a block 2%, hERG WT inh 13, PKM2 activator 4%, TSHR antagonist -3, Eya2 phos inh 11% and ASM inhibitor 4%.
Screening O=C(NCc1ccc(F)cc1)C(=O)Nc1nc(C23CC4CC(CC(C4)C2)C3)cs1 returned Mito fusion yeast -2%, MBNL1 CUG block -17%, Chronic BCR inh 0%, USP2a block 3%, hERG WT inh -8, PKM2 activator 6%, TSHR antagonist 24, Eya2 phos inh 7% and Menin-MLL TR inh -1%.
`CC(C)NC(=O)c1ccc(CS(=O)(=O)c2ccc(Br)cc2)o1` gave Mito fusion yeast 0%, MBNL1 CUG block -4%, GALK inhibitor 2%, Chronic BCR inh 0%, USP2a block 2%, hERG WT inh 0, PKM2 activator 1%, TSHR antagonist -4, Eya2 phos inh 25%, ASM inhibitor 0% and Menin-MLL TR inh 0%[11.7 µM].
Screening Cc1nc2cc(OCc3cc(C(=O)NC(C)c4cn(C)nc4C)no3)ccc2s1 (configuration not stated) returned Mito fusion yeast -1%, MBNL1 CUG block 0%, GALK inhibitor -1%, Chronic BCR inh 0%, USP2a block 1%, hERG WT inh -1, PKM2 activator -1%, TSHR antagonist -18, Eya2 phos inh -5% and ASM inhibitor 1%.
Cc1ccc(C)c(NC(=O)CCN2CCCC(C)C2)c1 (configuration not stated) was read as Mito fusion yeast 2%, MBNL1 CUG block -2%, GALK inhibitor 7%, Chronic BCR inh 1%, USP2a block 3%, hERG WT inh -2, PKM2 activator 1%[11.5 µM], TSHR antagonist 10, Eya2 phos inh -3%, ASM inhibitor 0% and Menin-MLL TR inh 2%.
For O=C1CC(c2cccc(Cl)c2)c2cc3c(cc2N1)CCC3 (configuration not stated) the results were Mito fusion yeast 23%, MBNL1 CUG block -6%, GALK inhibitor -5%, Chronic BCR inh inconclusive, USP2a block -1%, hERG WT inh 0, PKM2 activator 0%, TSHR antagonist 9, Eya2 phos inh -25%, ASM inhibitor -15% and Menin-MLL TR inh -14%.
For COCCC(=O)N1CCC(Oc2ccc(C(=O)N(C)CCCC3CCCC3)cc2)CC1 the results were Mito fusion yeast -5%, MBNL1 CUG block -2%, GALK inhibitor 1%, Chronic BCR inh -2%, USP2a block -4%, hERG WT inh -5, TSHR antagonist 13, Eya2 phos inh inconclusive, ASM inhibitor -1% and Menin-MLL TR inh -13%.
Screening O=C1CSC(c2cccc([N+](=O)[O-])c2)N1Cc1ccccc1 (configuration not stated) returned Mito fusion yeast 5%, MBNL1 CUG block inconclusive, GALK inhibitor -7%, Chronic BCR inh -7%, USP2a block -4%, hERG WT inh -4, PKM2 activator 3%, TSHR antagonist -18, Eya2 phos inh inconclusive, ASM inhibitor -3% and Menin-MLL TR inh 1%.
For CC1(C)CC(=O)C/C(=N/NC(=O)COc2ccc(Cl)cc2Cl)C1 the results were Mito fusion yeast 2%, MBNL1 CUG block 5%, GALK inhibitor 3%, Chronic BCR inh 0%, USP2a block 6%, hERG WT inh 5, PKM2 activator 0%, TSHR antagonist 2, Eya2 phos inh 6% and ASM inhibitor -3%.

Screens: PubChem, National Center for Advancing Translational Sciences (NCATS)
